High-throughput results (PubChem)
TNF necrop inh: TNF-alpha cell death inhibition in Jurkat FADD-/- cells | activation (protection from cell death), % at 10 µM | hit rate 0.068% among 220,000 | Jurkat FADD-/- TNF necroptosis rescue, ATP luminescence, 24 h; 0 = TNF only, 100 = no-TNF cells;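 active = activation, meaning protection from cell death, of at least 50% relative to plate controls; inactive = activation below 50%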;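 note: necroptosis triggered by 40 ng/mL TNF-alpha added together with compound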
zVAD death inh: L929 zVAD cell death inhibition; L929 zVAD necroptosis rescue, ATP luminescence, 24 h; with zVAD 60 µM; viability rescue, % at 10 µM; hit rate 0.38% among 220,000; AID 1377;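 active = activation, scaled between plate controls, above about 75%, limit read from the data; inactive = activation under that limit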;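 note: 0% = zVAD with DMSO and 100% = DMSO alone without zVAD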
PERK inhibitor: inhibitors of human PERK kinase; inhibition, % at 5.6 µM; Q9NZJ5; AID 1416; hit rate 0.17% among 220,000; CHO PERK-DD fusion, SEAP luminescence translation reporter;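 active = inhibition above the mean inhibition of all tested compounds plus 3 SD, set separately per screening campaign, cut at about 2.9% in these data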;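 note: PERK kinase domain activated by AP20187 dimerizer at 100 nM; 0% = DMSO with dimerizer and 100% = rapamycin at 8.4 µM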
RBBP9 inhibitor: inhibitors of human serine hydrolase RBBP9. hit rate 0.2% among 220,000. inhibition, % at 7.94 µM. recombinant RBBP9, FP-Rh probe fluorescence polarization. O75884. AID 1515;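 active = inhibition above the campaign mean of all tested compounds plus 3 SD, cut at about 14% in these data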;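 note: plate controls were DMSO wells with RBBP9 for no effect and wells lacking RBBP9 protein for full effect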
Target sequence (O75884 whole entry, looked up): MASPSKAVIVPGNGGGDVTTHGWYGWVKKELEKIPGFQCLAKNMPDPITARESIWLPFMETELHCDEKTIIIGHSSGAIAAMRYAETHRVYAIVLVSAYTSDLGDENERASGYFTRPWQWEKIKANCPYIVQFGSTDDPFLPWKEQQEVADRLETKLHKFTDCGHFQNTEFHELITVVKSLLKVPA
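Test system: recombinant human RBBP9. Quantity: 2.5 µM RBBP9 dispensing solution, before mixing. Detection: FP readout at 525/598 nm. Reagent: Serine-hydrolase probe FP-Rh, 375 nM pre-mixing. Measure: % inhibition. Control set: DMSO-treated enzyme wells and wells lacking RBBP9. Buffer or medium: Tris-NaCl-Pluronic buffer, pH 8.0. Times: preincubation 30 min plus labeling 45 min at 25 °C.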
EP2 modulator: modulates human prostaglandin E2 receptor EP2 signaling. induction, % at 25 µM. AID 940. EP2-expressing cells, cAMP HTRF FRET, PGE2 co-stimulation. hit rate 0.83% among 260,000;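 active = compounds whose cAMP rise, as percent of the full-agonist control response, exceeds 60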;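 note: rat C6 glioma line stably carrying human EP2 under a CMV promoter; the protocol text gives 20 µM as final concentration; 100% = response of wells given 1 µM PGE2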
Runt-SMMHC FRET: blocks binding of human RUNX1 Runt domain to CBFb-SMMHC | Q01196+Q13951 | inhibition, % at 20 µM | Cerulean-Runt/Venus-CBFb-SMMHC FRET ratio 530/480, 1 h | hit rate 0.74% among 220,000 | AID 1434;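 active = mean inhibition across duplicate retests at 20 µM reaching about 50%, limit read from the data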;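 note: 0% = DMSO wells and 100% = wells with excess untagged CBFb-SMMHC; inhibitors lower the FRET ratio by blocking Runt binding to CBFb-SMMHC; some results filed as inactive read as strong as hits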
Target sequence (Q01196 whole entry, looked up, the tested form may be a part): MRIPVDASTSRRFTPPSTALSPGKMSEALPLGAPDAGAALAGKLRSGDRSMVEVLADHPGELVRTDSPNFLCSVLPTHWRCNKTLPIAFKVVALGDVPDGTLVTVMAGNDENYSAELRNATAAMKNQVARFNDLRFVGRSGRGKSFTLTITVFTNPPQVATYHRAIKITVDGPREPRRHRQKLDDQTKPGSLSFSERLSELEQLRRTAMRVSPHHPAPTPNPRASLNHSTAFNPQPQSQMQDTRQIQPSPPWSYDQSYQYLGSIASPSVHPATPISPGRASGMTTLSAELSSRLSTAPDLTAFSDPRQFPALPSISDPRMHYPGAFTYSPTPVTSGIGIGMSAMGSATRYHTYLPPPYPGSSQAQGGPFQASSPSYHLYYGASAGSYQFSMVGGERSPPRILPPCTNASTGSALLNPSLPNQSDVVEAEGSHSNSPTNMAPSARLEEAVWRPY
Target sequence (Q13951 whole entry, looked up, the tested form may be a part): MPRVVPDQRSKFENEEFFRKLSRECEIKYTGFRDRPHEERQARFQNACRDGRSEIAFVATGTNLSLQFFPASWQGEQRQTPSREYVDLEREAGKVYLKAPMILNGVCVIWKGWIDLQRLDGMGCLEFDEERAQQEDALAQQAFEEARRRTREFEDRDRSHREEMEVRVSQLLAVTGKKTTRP
EP2 antag: inhibitors of human EP2 prostaglandin E2 receptor | C6 glioma cells expressing human EP2, cAMP TR-FRET; cells stimulated with saturating PGE2 | inhibition, % at 25 µM | hit rate 0.52% among 260,000;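 active = percent inhibition above 40 after rounding to a whole number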;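 note: rat C6 glioma host cells with rolipram phosphodiesterase inhibitor present; the protocol text gives 20 µM as final concentration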
Hck Nef HTS: inhibitors of human Hck kinase activated by Nef; AID 463187; inhibition, % at 20 µM; P08631; hit rate 0.68% among 220,000; Recombinant Hck-YEEI plus Nef, Z-Lyte FRET kinase assay;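 active = Hck-Nef kinase inhibition above about 50%, limit read from the data; inactive = inhibition below that limit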;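 note: 0% = DMSO with Hck plus Nef and 100% = Hck alone without Nef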
Runt-CBFb FRET: Runt domain-CBFb interaction inhibition. inhibition, % at 20 µM. Q01196+Q13951. Cerulean-Runt/Venus-CBFb FRET ratio 530/480, 1 h. hit rate 0.46% among 220,000;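 active = inhibition over about 50% at 20 µM in the single-dose screen, limit read from the data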;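 note: 0% = DMSO wells and 100% = excess unlabeled CBFb competitor control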
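Reagent – Venus-CBFb binding partner, 100 nM · Assay system – Cerulean-tagged RUNX1 Runt domain (FRET donor) fusion protein · Input – 100 nM per protein · Incubation – two 1 h room-temperature incubations shielded from light · Measured by – FRET fluorescence · Medium – Tris buffer pH 7.5 with salts and BSA · Benchmarks – unlabeled CBFb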
Numbers without * were called inactive; & = joins results of further samples. Only part of the results is shown. The share of hits here may be higher or lower than overall.

The opening two entries (preview)
What do the screens show for `CCc1cc2cc(C(=O)N3CCN(Cc4ccccc4)CC3)sc2s1`?
TNF necrop inh: 1.4; zVAD death inh: 2.4; PERK inhibitor: 0.3; RBBP9 inhibitor: 7; EP2 modulator: -85; Runt-SMMHC FRET: 3; EP2 antag: 17; Hck Nef HTS: 7; Runt-CBFb FRET: -2

Results for CCCOc1ccc2[nH]cc(C(=O)O)c(=O)c2c1 ?
TNF necrop inh: -0.9; zVAD death inh: -0.4; PERK inhibitor: 2.5; RBBP9 inhibitor: -5; EP2 modulator: 7; Runt-SMMHC FRET: 3; EP2 antag: 14; Hck Nef HTS: 1; Runt-CBFb FRET: 0

All compounds of this part (from the top)
What do the screens show for `CCc1cc2cc(C(=O)N3CCN(Cc4ccccc4)CC3)sc2s1`?
TNF necrop inh: 1.4; zVAD death inh: 2.4; PERK inhibitor: 0.3; RBBP9 inhibitor: 7; EP2 modulator: -85; Runt-SMMHC FRET: 3; EP2 antag: 17; Hck Nef HTS: 7; Runt-CBFb FRET: -2

Results for CCCOc1ccc2[nH]cc(C(=O)O)c(=O)c2c1 ?
TNF necrop inh: -0.9; zVAD death inh: -0.4; PERK inhibitor: 2.5; RBBP9 inhibitor: -5; EP2 modulator: 7; Runt-SMMHC FRET: 3; EP2 antag: 14; Hck Nef HTS: 1; Runt-CBFb FRET: 0

Results for Cc1[nH]c2ccccc2c1/C=C/c1nc2ccccc2c(=O)[nH]1 ?
TNF necrop inh: -2.1; zVAD death inh: 8.2; PERK inhibitor: -1.1; RBBP9 inhibitor: 0; EP2 modulator: -66; Runt-SMMHC FRET: 39; EP2 antag: 14; Hck Nef HTS: 23; Runt-CBFb FRET: 18

Results for O=C(CSc1nnc(-c2ccc3c(c2)OCO3)n1-c1ccccc1)c1ccc(Cl)cc1 ?
TNF necrop inh: 2.0; zVAD death inh: 0.4; PERK inhibitor: -0.8; RBBP9 inhibitor: 4; EP2 modulator: 34; Runt-SMMHC FRET: 1; EP2 antag: 14; Hck Nef HTS: 5; Runt-CBFb FRET: 1

What do the screens show for `Oc1ccc2ccccc2c1N=Nc1nccs1`?
TNF necrop inh: -19; zVAD death inh: 24; PERK inhibitor: 0.1; RBBP9 inhibitor: -4; EP2 modulator: -39; Runt-SMMHC FRET: -2; EP2 antag: 10; Hck Nef HTS: 17; Runt-CBFb FRET: -5

How did CCN(CC)S(=O)(=O)c1cccc(NC(=O)COC(=O)CCC(=O)c2ccc(F)cc2)c1 do in these assays?
TNF necrop inh: 2.0; zVAD death inh: 0.1; PERK inhibitor: 0.6; RBBP9 inhibitor: -8; EP2 modulator: 33; Runt-SMMHC FRET: -1; EP2 antag: 8; Hck Nef HTS: 3; Runt-CBFb FRET: -4

Results for O=C(CC12CC3CC(CC(Br)(C3)C1)C2)NC1=NCCS1 ?
TNF necrop inh: 0.9; zVAD death inh: 6.1; PERK inhibitor: -0.3; RBBP9 inhibitor: -9; EP2 modulator: -26; Runt-SMMHC FRET: -1; EP2 antag: 7; Hck Nef HTS: -1; Runt-CBFb FRET: -2

How did Cc1cc(NC(=O)c2noc3c2CCCCC3)nn1Cc1ccc(Cl)cc1 do in these assays?
TNF necrop inh: 1.6; zVAD death inh: -0.3; PERK inhibitor: 0.9; RBBP9 inhibitor: -1; EP2 modulator: 21; Runt-SMMHC FRET: 4; EP2 antag: -1; Hck Nef HTS: -4; Runt-CBFb FRET: -1

How did CC(=O)N1CCN(C(=O)c2cc(S(=O)(=O)Nc3ccc(S(C)(=O)=O)cc3)ccc2Cl)CC1 do in these assays?
TNF necrop inh: -0.3; zVAD death inh: 2.7; PERK inhibitor: -0.6; RBBP9 inhibitor: 0; EP2 modulator: 18; Runt-SMMHC FRET: -6; EP2 antag: 8; Hck Nef HTS: 17; Runt-CBFb FRET: -2

How did COc1ccc(-c2ccc(CCC(=O)O)n2-c2ccc(O)cc2)cc1 do in these assays?
TNF necrop inh: 0.3; zVAD death inh: 1.7; PERK inhibitor: 0.5; RBBP9 inhibitor: 0; EP2 modulator: 7; Runt-SMMHC FRET: 8; EP2 antag: 6; Hck Nef HTS: 46; Runt-CBFb FRET: 2

How did NC(=O)N/N=C/c1ccc(-c2ccc([N+](=O)[O-])cc2)o1 do in these assays?
TNF necrop inh: -1.0; zVAD death inh: 1.9; PERK inhibitor: 0.2; RBBP9 inhibitor: -8; EP2 modulator: -32; Runt-SMMHC FRET: -17; EP2 antag: 8; Hck Nef HTS: 0; Runt-CBFb FRET: 2

How did O=C(Nc1ccc2c3c(cccc13)CC2)c1ccco1 do in these assays?
TNF necrop inh: -2.5; zVAD death inh: 1.0; PERK inhibitor: 0.5; RBBP9 inhibitor: -8; EP2 modulator: -11; Runt-SMMHC FRET: -2; EP2 antag: 22; Hck Nef HTS: 1; Runt-CBFb FRET: 7

Results for Cc1ccc(Cn2c(SCC(N)=O)nc3c2c(=O)n(C)c(=O)n3C)cc1 ?
TNF necrop inh: -5.0; zVAD death inh: 0.1; PERK inhibitor: 0.0; RBBP9 inhibitor: 5; EP2 modulator: 20&-13; Runt-SMMHC FRET: 1; EP2 antag: 6&7; Hck Nef HTS: 3; Runt-CBFb FRET: 2

What do the screens show for `COc1ccccc1C1CC(c2ccc(Cl)cc2)Nc2nc(N)nn21` (stereo unspecified)?
TNF necrop inh: -0.3; zVAD death inh: -0.1; PERK inhibitor: 0.1; RBBP9 inhibitor: 3; EP2 modulator: 3; Runt-SMMHC FRET: 4; EP2 antag: 11; Hck Nef HTS: 1; Runt-CBFb FRET: -1

What do the screens show for `Cc1ccc(OCC(=O)Nc2cccc(S(=O)(=O)N3CCCCCC3)c2)c([N+](=O)[O-])n1`?
TNF necrop inh: -0.3; zVAD death inh: 0.8; PERK inhibitor: 0.8; RBBP9 inhibitor: -4; EP2 modulator: -14; Runt-SMMHC FRET: -2; EP2 antag: 7; Hck Nef HTS: 2; Runt-CBFb FRET: -1

Results for N#C/C(=N\Nc1ccc(F)cc1)C(=N)N1CCCCCC1 ?
TNF necrop inh: 1.7; zVAD death inh: 3.1; PERK inhibitor: -0.5; RBBP9 inhibitor: -4; EP2 modulator: -46; Runt-SMMHC FRET: 12; EP2 antag: 5; Hck Nef HTS: 22

Results for COc1ccc2oc(C(F)(F)C(F)(F)F)cc(=O)c2c1 ?
TNF necrop inh: -0.8; zVAD death inh: -0.3; PERK inhibitor: -0.1; RBBP9 inhibitor: -5; EP2 modulator: 9; Runt-SMMHC FRET: -2; Hck Nef HTS: 0; Runt-CBFb FRET: 5

Results for CC(NC(=O)CCN1C(=O)c2ccccc2C1=O)c1ccc2c(c1)CCCC2 (stereo unspecified) ?
TNF necrop inh: 0.4; zVAD death inh: 0.0; PERK inhibitor: 0.2; RBBP9 inhibitor: -8; EP2 modulator: 12; Runt-SMMHC FRET: 2; EP2 antag: 5; Hck Nef HTS: 2; Runt-CBFb FRET: -4

How did CSc1nnc(C)c(=O)n1COC(=O)COc1ccccc1C do in these assays?
TNF necrop inh: 0.7; zVAD death inh: 0.1; PERK inhibitor: 0.8; RBBP9 inhibitor: 0; EP2 modulator: 12; Runt-SMMHC FRET: 1; EP2 antag: 8; Hck Nef HTS: 0; Runt-CBFb FRET: -1

What do the screens show for `Cc1nc2c(-c3ccc(F)cc3)c(C)nn2c(C)c1CCC(=O)N1CCN(c2ccccn2)CC1`?
TNF necrop inh: 0.7; zVAD death inh: -0.5; PERK inhibitor: 0.3; RBBP9 inhibitor: 1; EP2 modulator: -11; Runt-SMMHC FRET: -1; EP2 antag: 12; Hck Nef HTS: 2; Runt-CBFb FRET: 0

How did Cc1cccc(NC(=O)COC(=O)CCc2ccc(S(=O)(=O)N3CCOCC3)cc2)c1C do in these assays?
TNF necrop inh: 0.0; zVAD death inh: 1.5; PERK inhibitor: 0.6; RBBP9 inhibitor: 9; EP2 modulator: -14; Runt-SMMHC FRET: 0; EP2 antag: 8; Hck Nef HTS: -2; Runt-CBFb FRET: 1

How did c1ccc(CNc2c3c(nc4ncnn24)CCCC3)nc1 do in these assays?
TNF necrop inh: -0.4; zVAD death inh: 0.1; PERK inhibitor: -0.4; RBBP9 inhibitor: -5; EP2 modulator: 14&-18; Runt-SMMHC FRET: 1; EP2 antag: 13&6; Hck Nef HTS: 6; Runt-CBFb FRET: 1

Results for COc1ccccc1NC(=O)c1ccc(NC(=O)CSc2nnnn2C)cc1 ?
TNF necrop inh: 4.6; zVAD death inh: -0.1; PERK inhibitor: 0.4; RBBP9 inhibitor: -6; EP2 modulator: -6; Runt-SMMHC FRET: -1; EP2 antag: 12; Hck Nef HTS: 1; Runt-CBFb FRET: 1

How did O=C(CCNS(=O)(=O)c1cccs1)Nc1nccs1 do in these assays?
TNF necrop inh: 3.2; zVAD death inh: 3.6; PERK inhibitor: 0.2; RBBP9 inhibitor: -1; EP2 modulator: 12; Runt-SMMHC FRET: 0; EP2 antag: 4; Hck Nef HTS: 1; Runt-CBFb FRET: -4

How did O=C(CCc1ccccc1)Nc1ncn[nH]1 do in these assays?
TNF necrop inh: 0.0; zVAD death inh: 2.6; PERK inhibitor: 1.3; RBBP9 inhibitor: -6; EP2 modulator: 20; Runt-SMMHC FRET: -6; EP2 antag: 24; Hck Nef HTS: 0; Runt-CBFb FRET: -1

Results for CS(=O)(=O)Nc1ccc(C(=O)Nc2ccc3c(c2)OCO3)cc1 ?
TNF necrop inh: 1.5; zVAD death inh: 1.4; PERK inhibitor: 0.5; RBBP9 inhibitor: -1; EP2 modulator: -24; Runt-SMMHC FRET: 0; EP2 antag: 3; Hck Nef HTS: 12; Runt-CBFb FRET: 0

What do the screens show for `Cc1ccc(C(C)(C)C)c(OCCCn2ccnc2)c1`?
TNF necrop inh: -1.7; zVAD death inh: -0.3; PERK inhibitor: -0.7; RBBP9 inhibitor: -1; EP2 modulator: 49; Runt-SMMHC FRET: 2; EP2 antag: 13; Hck Nef HTS: 6; Runt-CBFb FRET: -2

What do the screens show for `Cc1ccc(-n2ncc3c2ncn2nc(-c4ccco4)nc32)c(C)c1`?
TNF necrop inh: -2.6; zVAD death inh: 0.8; PERK inhibitor: -0.8; RBBP9 inhibitor: -10; EP2 modulator: -11; Runt-SMMHC FRET: 0; EP2 antag: 16; Hck Nef HTS: 0; Runt-CBFb FRET: 7

Results for Cc1ccc(NC(=O)Cn2nnc3ccccc32)cc1 ?
TNF necrop inh: 0.3; zVAD death inh: 10; PERK inhibitor: 1.1; RBBP9 inhibitor: -7; EP2 modulator: 9; Runt-SMMHC FRET: 0; EP2 antag: 8; Hck Nef HTS: 19; Runt-CBFb FRET: -1

What do the screens show for `Cc1cccc(Cn2cccc2/C=C2/C(=N)N3C=CSC3=NC2=O)c1`?
TNF necrop inh: -1.8; PERK inhibitor: -1.4; RBBP9 inhibitor: -8; EP2 modulator: 14; Runt-SMMHC FRET: -6; EP2 antag: 10; Hck Nef HTS: -8; Runt-CBFb FRET: -3
